E-sel TNF inh – TNF alpha driven E-selectin expression inhibition; inhibition, % at 2 µM; 120,000 tested, 0.71% active; HUVEC TNFa-induced E-selectin immunofluorescence, high content;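 active = inhibition above the batch mean plus 3 SD, and confirmed as a hit on visual image review, cut at about 43% in these data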;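 also: 0% = TNF-stimulated DMSO wells and 100% = unstimulated control wells; not every result past the cut was called active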
Starred values were filed as active, the others as inactive. Not all compounds are listed; rates above refer to the full screens.

SMILES	E-sel TNF inh
COC(=O)Cc1c(O)ccn(CCc2c[nH]c3ccccc23)c1=O	24
Clc1ccc(/C=N/N2CCN(Cc3ccccc3Cl)CC2)cc1	-43
Cc1ccc(NCc2n[nH]c(=S)n2-c2cccc(Cl)c2)cc1	-4
CCCOc1ccc(NC(=O)CC2Nc3ccccc3NC2=O)cc1 (stereo not given)	-16
Cc1nc(CSc2nnc(N)s2)cs1	13
COc1ccc(S(=O)(=O)NNC(=O)c2cccs2)cc1	-14
CCOC(=O)n1c(=O)n(Cc2ccccc2C)c2ccccc21	2
Fc1ccc(N2CCN(c3nc(CN4CCOCC4)nc4scc(-c5ccccc5)c34)CC2)cc1	-15
Cc1ccc(SC(C)C(=O)NCc2ccncc2)cc1 (stereo not given)	3
O=C(CCC1CCCN(C(=O)CCN2CCCCC2=O)C1)NCc1ccccc1F (stereo not given)	-24
Cc1ccc(C(=O)Oc2ccc(/C=N/NC(N)=O)cc2)cc1	-45
Cc1cc(C)c(C)c(S(=O)(=O)NC2CCN(Cc3ccccc3)CC2)c1C	-44

Next section, starting with the last six of the part before.
SMILES	E-sel TNF inh
CCOC(=O)n1c(=O)n(Cc2ccccc2C)c2ccccc21	2
Fc1ccc(N2CCN(c3nc(CN4CCOCC4)nc4scc(-c5ccccc5)c34)CC2)cc1	-15
Cc1ccc(SC(C)C(=O)NCc2ccncc2)cc1 (stereo not given)	3
O=C(CCC1CCCN(C(=O)CCN2CCCCC2=O)C1)NCc1ccccc1F (stereo not given)	-24
Cc1ccc(C(=O)Oc2ccc(/C=N/NC(N)=O)cc2)cc1	-45
Cc1cc(C)c(C)c(S(=O)(=O)NC2CCN(Cc3ccccc3)CC2)c1C	-44
O=C(c1ccco1)N1CCN(Cc2nc3cc(Cl)ccc3c(=O)[nH]2)CC1	2
CC1=CC(=C(C#N)C#N)C=C(C)N1CCN1CCNCC1	9
CC(=O)Nc1cc2c(cc1NC(=O)Cn1nnc(-c3ccc(C)o3)n1)OCCO2	0
Cc1ccc(-c2nnn(CC(=O)N(CCN3CCOCC3)C(C(=O)NC(C)(C)C)c3ccco3)n2)cc1 (stereo not given)	-21
COc1cccc(C2NC(=O)c3ccccc3O2)c1OCc1ccccc1F (stereo not given)	-16
O=C(CCl)Nc1c[nH]c(=O)[nH]c1=O	-40
CC(=O)NS(=O)(=O)c1ccc(NC(=O)c2cccc(S(=O)(=O)N3CCc4ccccc43)c2)cc1	-26
COc1ccc(NS(=O)(=O)c2ccc(S(=O)(=O)N3CCOCC3)cc2)cc1	-11
CC(=O)c1ccc(N2CCN(C(=S)Nc3ccc(Oc4ccccc4)cc3)CC2)cc1	-12
COc1nc(Cc2ccc(Cl)cc2)nc2ccccc12	46
Cc1ccc(NC(=O)CCC(=O)NNC(=S)Nc2ccccc2)c(C)c1	-4
CC(C)c1ccc(NC2=NCC(=O)N2Cc2cccs2)cc1	-18

Laid out differently: results already given.
Compound,E-sel TNF inh
O=C(CCl)Nc1c[nH]c(=O)[nH]c1=O,-40
CC(=O)NS(=O)(=O)c1ccc(NC(=O)c2cccc(S(=O)(=O)N3CCc4ccccc43)c2)cc1,-26
COc1ccc(NS(=O)(=O)c2ccc(S(=O)(=O)N3CCOCC3)cc2)cc1,-11

Continuation:
SMILES	E-sel TNF inh
COCCNC(=S)NN=C1CCCCCC1	-1
O=C(/C=C/c1ccccc1)Nc1cc(C(=O)O)cc(C(=O)O)c1	-33
O=C(CCC1CCCN(C(=O)c2ccc3c(c2)OCO3)C1)NCc1ccc(F)c(F)c1 (stereo not given)	-16
CCn1c(O)c(N=N)c2ccccc21	3
COc1ccc(CCN2C(=O)NC(NS(=O)(=O)c3ccc(Cl)cc3)(C(F)(F)F)C2=O)cc1OC (stereo not given)	-14
COc1ccc(N2CCN(C(=O)c3ccc(NS(=O)(=O)c4cccs4)cc3)CC2)cc1	-1
COc1ccc(CCNC(=O)c2ccc3c(SCC(=O)O)c4c(nc3c2)CCCC4)cc1OC	8
Cc1nn(-c2cccc(C(=O)O)c2)c(C)c1[N+](=O)[O-]	0
COC(=O)COc1ccc(S(=O)(=O)N2CCN(c3ccc(OC)cc3)CC2)cc1	-1
CCc1ccc(NC(=S)N(Cc2ccc(Cl)cc2)Cc2ccc(C(=O)O)cc2)cc1	-1
CCN(CC(=O)NCc1cccs1)C(=O)CCc1c[nH]c2ccccc12	-13
COc1ccc(NC(=O)c2csc(Cc3ccc(Cl)cc3)n2)cc1	14
CC(C)S(=O)(=O)C1=NSC2=NC(=O)/C(=C\c3ccc(-c4cccc(C(=O)O)c4)o3)C(=N)N21	-18
Cc1cc(NC(=O)COC(=O)C2=COCCO2)c([N+](=O)[O-])cc1C	-15
CCCN(CC(=O)Nc1ccccc1C)C(=O)CCl	-11
Cc1nnc(N/N=C\c2ccc(-c3cccc(C(=O)O)c3)o2)n1N	-4
CC(=O)Nc1ccc(C(=O)OCC(=O)NCc2ccc(Cl)cc2)cc1	2
CCC(C)NC(=O)c1ccc(C2SCC(=O)N2Cc2ccccc2)cc1 (stereo not given)	-23
COCCN(C(=O)CSc1nc2nc(C)cc(C)n2n1)c1c(N)n(Cc2ccccc2)c(=O)[nH]c1=O	-4
CCCCOC(=O)Nc1nnc(Cc2ccc(Cl)cc2)s1	-29
CCOc1ccc(CCNC(=O)COC(=O)c2cc(OC)c(OC)c(OC)c2)cc1OCC	-36
CCOC(=O)C(=O)NC(C)c1ccccc1 (stereo not given)	-29
O=C(CCCSc1nc2ccccc2[nH]1)Nc1nnc(C2CC2)s1	-8
COC(=O)CSc1nc(NC(C)C)nc(N(C)C)n1	-16
Cn1nc(-c2ccccc2)c(/C=N/O)c1Cl	-2
COc1ccc(CC(=O)NCc2nnc(SCC(=O)c3ccc(OC)cc3)n2C)cc1	10
CC1C(=O)N(Cc2ccc([N+](=O)[O-])cc2)c2ccccc2N1C(=O)C1CC1 (stereo not given)	-8
COc1ccc(-n2cc(-c3ccccc3)c3c(N4CC(C)OC(C)C4)ncnc32)cc1 (stereo not given)	14
Fc1ccc(-n2cc(CNCCc3cccnc3)c(-c3ccccc3Cl)n2)cc1	-26
COc1ccc([N+](=O)[O-])cc1Nc1ncnc2ccccc12	-78
COc1ccccc1CN1C[C@@H]2C[C@@H](c3[nH]c4ccc(C)cc4c3C)N3CCC[C@@]23C1=O	-8
COc1cccc(=O)c2c(C)n(CC(=O)c3ccccc3)c(C)c12	-49
O=C1CCCC(O)=C1C1C2=C(CCCC2=O)OC2=C1C(=O)CCC2	11
CC1CCC2C(C1)Nc1c(C(=O)O)cccc1C2(C)C (stereo not given)	-41
CC1=CCC(C(=O)O)(C(=O)N/N=C/c2cccnc2)C(c2ccccc2)C1 (stereo not given)	-17
COc1ccc(CCn2c(-c3ccc(Cl)cc3)n[nH]c2=S)cc1OC	50
COC(=O)c1ccc(Oc2cc(C)nc(Cl)n2)cc1	-19
CCN(CC)C(=O)Oc1ccc2ccccc2c1Br	8
O=C(NCc1ccc(F)cc1)C1CCN(S(=O)(=O)N2CCCC2)CC1	4
CC(OC(=O)c1oc2ccccc2c1COc1ccccc1)C(=O)NC(N)=O (stereo not given)	-37
Cc1ccc(CC2CC(=O)N(CCc3ccccc3)C2=O)cc1 (stereo not given)	-11
COC(=O)/N=C/c1c(NCc2ccccc2)nc2c(C)cccn2c1=O	-12
Cc1ccc(C)n1-c1ccsc1C(=O)CC#N	-39
CCSC1=N/C(=C\c2ccccc2)C(=O)N1c1ccc(OC)cc1	22
Cc1cccc(C)c1N(CC(=O)N1CCN(c2ccccc2F)CC1)S(C)(=O)=O	13
Cc1cc(C)c(C)c(S(=O)(=O)N2CCCCC2C(=O)O)c1C (stereo not given)	12
CC(=O)Nc1cccc2c1C(=O)N(c1cccc(OC(C)=O)c1)C2=O	6
Cc1ccc(S(=O)(=O)N2CCCCC2)cc1NC(=O)CSCC(=O)O	-48
COc1ccc(-c2onc(C)c2-c2ccc3c(c2)OCCO3)c(O)c1	0
CC(=O)Nc1ccc(NC(=O)C2CC(=O)N(Cc3ccccc3)C2)cc1 (stereo not given)	4
Cc1ccc(S(=O)(=O)c2ccccc2)cc1S	8
CCOC(=O)C1(Cc2cccc(OC)c2)CCN(Cc2csc(C(C)=O)c2)CC1	3
CC(=O)Nc1ccc(NC(=O)C2CCCN2C(=O)Nc2ccc(F)c([N+](=O)[O-])c2)cc1 (stereo not given)	-20
CCOc1ccccc1NC(=O)c1cc(C(=O)Nc2ccccc2OCC)cc(N2C(=O)CCC2=O)c1	-17
NC(=O)C[N+]1(CC#CC(O)(c2ccccc2)c2ccccc2)CCCC1	17
CCCCC(=O)N1CCCC(c2nc(-c3cccc(OC)c3)no2)C1 (stereo not given)	-33
CN(C)/C=N/c1nc2nccc(-c3cccnc3)n2n1	2
CCC1=NN2C(=N)/C(=C\c3ccc(OCc4cc(=O)n5nc(CC)sc5n4)c(OC)c3)C(=O)N=C2S1	26
CN(NS(=O)(=O)c1ccc(Cl)cc1)c1nc(C(F)(F)F)nc2ccccc12	16
COc1ccc([N+](=O)[O-])cc1NS(=O)(=O)c1ccc(Cl)c(C(=O)Nc2sc3c(c2C#N)CCCCC3)c1	-12

Overlap with the part before: three compounds; new compounds follow.
SMILES	E-sel TNF inh
CCC1=NN2C(=N)/C(=C\c3ccc(OCc4cc(=O)n5nc(CC)sc5n4)c(OC)c3)C(=O)N=C2S1	26
CN(NS(=O)(=O)c1ccc(Cl)cc1)c1nc(C(F)(F)F)nc2ccccc12	16
COc1ccc([N+](=O)[O-])cc1NS(=O)(=O)c1ccc(Cl)c(C(=O)Nc2sc3c(c2C#N)CCCCC3)c1	-12
OCCOCCOc1ccccc1OCCOCCO	-39
Cc1cccc(NC(=S)NC23CN4CN(CN(C4)C2)C3)c1C	-18
CCOC(=O)/C(=C/c1ccc(OC(=O)c2ccncc2)cc1)C(C)=O	10
CC(C)C(=O)Nc1ccc(C(=O)Nc2ccc(Br)cc2F)cc1	6
CC(=O)Oc1ccc(Nc2ccccc2)cc1	-33
Oc1cccc(C(=S)N2CCCCC2)c1	-6
CCc1nnc(NC(=O)c2sc3nc(C)cc(COC)c3c2N)s1	-6
COc1ccc(C(=O)N2CCC(n3nnc4cc(F)ccc43)CC2)cc1OC	33
O=C(c1cccnc1)C1CCCN(Cc2nc(Cc3ccccc3F)no2)C1 (stereo not given)	-8
COc1cc(/C=N/OCC(=O)NC2CCS(=O)(=O)C2)ccc1OC(F)F (stereo not given)	-16
O=c1[nH]ncc(N/N=C\c2ccncc2)c1Cl	-13
CCOc1ccc(NC(=O)CSc2nnc(CNC(=O)c3ccco3)o2)cc1	-2
O=C1c2cnc3ncnn3c2CC2c3ccccc3CCN12 (stereo not given)	26
O=C(OCC(=O)N1CCN(C(=O)c2ccco2)CC1)c1cccc(S(=O)(=O)N2CCc3ccccc32)c1	-3
O=C(Nn1cnc2ccccc2c1=O)c1ccc([N+](=O)[O-])cc1Cl	-17
CN(CC(=O)N1CCN(c2ncccn2)CC1)S(=O)(=O)c1ccc(Cl)cc1	-34
CC1(C)CC(N2CCCC2)=CC(=[N+]2CCCCC2)C1	-5
NC(=S)Nc1ccc2cc[nH]c2c1	-1
CCCCC/C(=N\NC(=O)Nc1ccccc1)c1ccccc1	-7
Cc1cc(C)nc(/N=C2\NC(=O)CC(C(=O)O)N2c2ccc(Cl)cc2Cl)n1 (stereo not given)	49*
Cc1ccccc1CCN(CC(=O)NC1CCCCC1)C(=O)c1csnn1	-24
COc1cccc(NC(=S)N2CCN(c3ccc([N+](=O)[O-])cc3)CC2)c1	14
Cc1ccc(NCc2n[nH]c(=S)n2-c2ccccc2)cc1	-22
CCOc1cc(CNCCCN2CCOCC2)cc(Br)c1OCc1ccccc1Cl	9
Cc1c2c(n3c(nc4ccccc43)c1C#N)N(CCN1CCOCC1)CC2	-26
COc1ccc(-n2cnnc2SCC(=O)Nc2cccnc2Cl)cc1	-1
O=c1sc2ccccc2c(=O)n1Cc1ccccc1F	20
CCN(C(=O)CSc1nnc(-c2ccccc2Br)o1)C1CCS(=O)(=O)C1 (stereo not given)	-17
COC(=O)C1C(=O)/C(=C/N(C)C)C(=O)CC1(C)C (stereo not given)	1
Cc1csc(SC(C)C(=O)NCc2ccc3c(c2)OCO3)n1 (stereo not given)	-3
COc1cccc(OC)c1C(=O)OCC(=O)/C(C#N)=C(\C)N	7
Cc1cc(C(=O)OCC(=O)Nc2cccc(S(=O)(=O)N(C)C)c2)c2ccccc2n1	-4
Nc1cccc2c1C(=O)N(Cc1cccc(Cl)c1)C2=O	2
CC1=NN(c2ccc(C)c(C)c2)C(=O)/C1=C\C=C\c1ccc([N+](=O)[O-])o1	-14
O=c1cc(-c2ccccc2[N+](=O)[O-])oc2ccccc12	-6
OC1(c2ccccc2)c2ccccc2-c2ncccc21 (stereo not given)	-39

Records listed above shown as hits in E-sel TNF inh:
SMILES	E-sel TNF inh
Cc1cc(C)nc(/N=C2\NC(=O)CC(C(=O)O)N2c2ccc(Cl)cc2Cl)n1 (stereo not given)	49*

Additional results
SMILES	E-sel TNF inh
O=C(N/N=C/c1ccc([N+](=O)[O-])o1)c1cc2c(ccc3ccccc32)o1	6
O=C(NNc1cccc(Cl)n1)C1CC1	-46
CCOC(=O)C1(Cc2ccccc2)CCCN(Cc2ccc(OCC)c(CO)c2)C1 (stereo not given)	-11
N#C/C(=C\c1cn[nH]c1-c1ccccc1Br)C(=O)O	1
CSc1ccccc1C(=O)Nc1cccc([N+](=O)[O-])c1C	4
O=S(=O)(c1cccc2nonc12)N1CCN(c2ccc(F)cc2)CC1	5
CC(=O)c1ccc(Nc2c(C)n(C)n(-c3ccccc3)c2=O)cc1	15
O=S(=O)(/C=C/c1ccccc1)Nc1ccc(F)cc1	4
CCOc1ccc(NC(=O)c2cc3cc4ccc(C)cc4nc3o2)cc1	-6

Screening results (PubChem)
